High-throughput results deposited in PubChem by Sanford-Burnham Center for Chemical Genomics.
CXCR6 inh – CXCR6 (human) receptor inhibition | O00574 | CHO-K1 PathHunter CXCR6 beta-arrestin, luminescence | inhibition, % at 20 µM | 360,000 tested, 0.36% active | AID 602244; in the data active means inhibition above about 34%, passing the limit was not always enough;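 further: antagonist mode with CXCL16 agonist at 10 nM final; 0% = 10 nM CXCL16 with DMSO and 100% = unstimulated wells without agonist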
EBI2 antag – antagonists of human EBI2 receptor; 360,000 tested, 0.81% active; P32249; inhibition, % at 5 µM; EBI2 beta-arrestin recruitment, luminescence, 7a,25-OHC stimulated; in the data active means inhibition above about 38%;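 further: enzyme fragment complementation signal reports receptor beta-arrestin coupling in cells; 0% = agonist plus DMSO wells and 100% = wells without agonist; some results beyond the cut were filed as inactive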
Target sequence (P32249 whole entry, looked up, the tested form may be a part): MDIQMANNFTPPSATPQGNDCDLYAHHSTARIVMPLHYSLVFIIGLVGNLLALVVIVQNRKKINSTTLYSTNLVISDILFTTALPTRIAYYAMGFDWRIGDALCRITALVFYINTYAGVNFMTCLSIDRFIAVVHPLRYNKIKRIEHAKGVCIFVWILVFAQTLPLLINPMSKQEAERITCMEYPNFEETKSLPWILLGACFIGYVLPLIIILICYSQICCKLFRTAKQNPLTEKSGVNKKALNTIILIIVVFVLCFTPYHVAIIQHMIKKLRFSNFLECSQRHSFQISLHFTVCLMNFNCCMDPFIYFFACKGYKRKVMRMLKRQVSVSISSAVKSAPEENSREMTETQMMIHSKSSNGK
Gli-Sufu antag – antagonists of Gli-Sufu signaling | Sufu-KO-LIGHT fibroblasts, Gli luciferase reporter luminescence | inhibition, % at 5 µM | 340,000 tested, 0.74% active | AID 588413;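 active means inhibition above about 55%, limit read from the data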;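 further: 0% = DMSO-treated cells and 100% = wells with medium but no cells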
GRIN3A LBD mod – NR3A (human) ligand-binding domain modulation; Tm shift relative to glycine control, % at 25 µM; NR3A LBD differential scanning fluorimetry, Tm shift; 0% = protein alone, 100% = glycine-bound protein; 340,000 tested, 2.5% active;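 active means melting temperature shift of at least 10% of the positive control shift, at one fixed dose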
APOBEC3A inh – human APOBEC3A DNA deaminase inhibition | inhibition, % at 20 µM | P31941 | recombinant A3A, FAM/TAMRA ssDNA deamination fluorescence | AID 493011 | 330,000 tested, 0.41% active;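 active means at least 40% inhibition at 20 µM here, with at most 30% in a related deaminase screen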;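 further: plate controls were A3A with DMSO for no effect and wells lacking A3A enzyme for full effect; some results filed as inactive read as strong as hits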
Target sequence (P31941 whole entry, looked up): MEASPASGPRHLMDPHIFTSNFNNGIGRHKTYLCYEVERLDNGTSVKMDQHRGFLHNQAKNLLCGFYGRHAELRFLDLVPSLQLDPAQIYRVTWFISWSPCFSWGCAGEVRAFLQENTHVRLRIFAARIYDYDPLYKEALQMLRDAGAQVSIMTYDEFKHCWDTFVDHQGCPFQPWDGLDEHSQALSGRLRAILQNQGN
APOBEC3G inh – APOBEC3G (human) deaminase inhibition; recombinant A3G, ssDNA deamination FAM/TAMRA fluorescence; AID 493012; 330,000 tested, 0.28% active; inhibition, % at 20 µM;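 active means inhibition of at least 40% at 20 µM, with no more than 30% in the related APOBEC3A deaminase screen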;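 further: plate controls were DMSO wells with A3G for no effect and wells lacking A3G enzyme for full effect; some compounds called inactive have numbers as strong as hits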
Target sequence (Q9HC16 whole entry, looked up): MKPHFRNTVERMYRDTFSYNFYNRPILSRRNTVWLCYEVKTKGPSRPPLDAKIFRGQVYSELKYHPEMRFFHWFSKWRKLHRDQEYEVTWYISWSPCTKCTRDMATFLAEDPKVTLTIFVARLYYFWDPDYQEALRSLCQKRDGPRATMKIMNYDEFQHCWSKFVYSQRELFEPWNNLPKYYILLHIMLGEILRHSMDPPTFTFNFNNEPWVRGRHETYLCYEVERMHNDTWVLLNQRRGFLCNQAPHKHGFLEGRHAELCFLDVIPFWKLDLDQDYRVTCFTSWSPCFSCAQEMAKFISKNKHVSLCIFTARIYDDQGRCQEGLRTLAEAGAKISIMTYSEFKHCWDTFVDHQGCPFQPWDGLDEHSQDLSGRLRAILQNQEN
MPTP inh – blocks calcium-induced mitochondrial swelling. isolated mouse mitochondria, Ca2+ swelling absorbance, 30 min. inhibition, % at 10 µM. 360,000 tested, 1.4% active;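 active means inhibition of 50% or more, scaled per plate between neutral and stimulator controls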;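 further: 0% = DMSO wells given calcium and 100% = 1 mM EGTA wells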
CCR6 antagonist – antagonists of human CCR6 receptor; P51684; CHO-K1 CCR6 PathHunter beta-arrestin, luminescence, CCL20-stimulated; inhibition, % at 20 µM; 340,000 tested, 0.49% active; AID 493098;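 active means compounds whose inhibition of the agonist-driven luminescence signal at 20 µM reaches about 50%, limit read from the data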;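 further: cells stimulated with CCL20 at 14 nM final; plate controls were DMSO with CCL20 for no effect and DMSO without agonist for full effect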
Active calls of the source: *; / = no result given.

SMILES	CXCR6 inh	EBI2 antag	Gli-Sufu antag	GRIN3A LBD mod	APOBEC3A inh	APOBEC3G inh	MPTP inh	CCR6 antagonist
O=c1c2ccccc2nc2n1CCCN2	7	-4	0	0	1	-3	0.6	-5
CS(=O)(=O)C1=C(O)C(=O)N(c2ccccc2)C1c1ccccc1 (centres undefined)	-1	-12	7	0	-1	1	4.9	8
N#CCCNS(=O)(=O)c1ccc(C(=O)OCC(=O)Nc2ccc3c(c2)OCO3)cc1	-2	-5	10	-2	0	-5	1.4	7
Cc1nnc(SCC(=O)Nc2ccc3c(c2)OCO3)n(N)c1=O	7	-7	17	0	1	-7	0.1	-1
O=C(CCCCCCCC(=O)N1CCCCCC1)N1CCCCCC1	0	1	2	3	/	/	0.8	11
CCN(CC(=O)Nc1ccc(NC(C)=O)cc1)C(=O)C1CCCC1	6	-8	1	0	-4	-6	-0.3	1
Cc1ccc(C(=O)NC(=S)Nc2ccccc2C(F)(F)F)cc1C	6	14	-5	-9	-2	-4	0.2	26
Cc1ccc2ccccc2c1NC(=O)Cn1nnc(-c2cccnc2)n1	-3	0	6	-2	-1	-6	-1.2	2
Cn1c(=O)[nH]c(=O)c2c1nc(N1CCNCC1)n2Cc1cccc2ccccc12	45*	13	14	2	-1	-1	7.6	54*
COc1ccccc1C(=O)Nc1ccc(C2=NNC(=O)CC2C)cc1 (centres undefined)	-6	-3	-5	-2	-4	-1	-2.2	-2
Cc1ccc(-c2n[nH]c(=O)c3ccccc23)cc1S(=O)(=O)Nc1ccccc1	4	28	12	-25	-1	-3	16	21
CCOc1ccc(C2/C(=C(/O)c3ccc4c(c3)CC(C)O4)C(=O)C(=O)N2CCCn2ccnc2)cc1 (centres undefined)	7	6	-18	0	-3	0	-1.6	7
O=C(NN/C(=N/S(=O)(=O)c1ccc(Cl)cc1)c1ccccc1)c1cccc(Cl)c1	4	13	-105	-5	-1	-7	-0.1	15
O=[N+]([O-])c1ccccc1N/N=C1\CC2CC=CC12 (centres undefined)	-3	12	-12	-1	3	-7	-1.2	14
CCN(Cc1cc2ccccc2[nH]c1=O)S(=O)(=O)c1ccccc1	5	-6	9	-1	-5	-6	-1.1	13
COc1ccccc1CNC(=O)C1CCN(S(=O)(=O)c2cccc3nonc23)CC1	-4	-11	40	1	-1	-11	-1.1	13
CC1CCN(c2nc3c(c(=O)n(C)c(=O)n3C)n2CCSc2ncccn2)CC1	1	-5	0	-3	-6	-5	-1.6	4
COc1ccccc1CN(CC(=O)NCc1ccc2c(c1)OCO2)C(=O)c1ccc2c(c1)OCCO2	-4	12	-6	0	-3	-5	-1.7	4
COc1ccc(C(=O)Nc2ccc(NC(=O)c3cnccn3)cn2)cc1	1	3	-2	14*	7	13	0.2	3
Cn1cnc([N+](=O)[O-])c1NC(C)(C)C	1	-4	5	0	-4	-5	-2.7	-4
COc1ccc(OC)c(-c2cc(C(=O)N/N=C/c3cc(OC)c(OC)cc3OC)c3ccccc3n2)c1	4	-2	2	-9	-3	-3	1.7	11
Cc1csc(SCC(=O)N(C)CC(=O)Nc2ccccc2Cl)n1	0	-4	-2	0	-4	-9	-0.7	12
Nc1nc(SCC(=O)N2N=C3/C(=C/c4ccco4)CCCC3C2c2ccco2)n[nH]1 (centres undefined)	-5	5	-10	-8	0	-5	0.0	25
Cc1ccc(-n2c(O)c(C=Nc3cc(C)on3)c3ccccc3c2=O)c(C)c1	-1	-11	34	-4	1	0	0.3	3
Nc1nc2nccc(-c3ccccn3)n2n1	-4	-11	4	-1	-2	-2	-1.4	6
O=C(C1CC(=O)N(c2ccc(F)cc2)C1)N1CCCCC1 (centres undefined)	-4	-8	-10	-1	-6	-9	-0.6	0
O=C(N/N=C/c1cc2c(cc1Cl)OCO2)c1ccncc1	-5	-8	-2	3	-3	-5	-0.8	2
CC(=O)Nc1ccc(NC(=O)COC(=O)c2cc(S(=O)(=O)N(C)C)ccc2N2CCCC2)cc1	0	2	-7	-2	-2	-2	-0.8	9
COC(=O)[C@]1(Cc2ccccc2)N[C@H](CN(C)C(=O)Nc2ccc(OC)cc2)[C@@H]2C(=O)N(C)C(=O)[C@@H]21	-3	-7	5	1	-2	-3	0.0	-4
CC(C)C(NS(=O)(=O)c1ccc2c(c1)oc(=O)n2C)C(=O)N1CCN(c2ccccc2F)CC1 (centres undefined)	3	5	12	0	3	-1	-0.9	4
Cc1cccc(NC(=O)c2cnc3sccn3c2=O)c1C	3	-4	/	/	6	15	-0.7	/
Cn1c(Cc2ccccc2)nnc1SCC(=O)NC1CCCC1	-6	4	20	-2	-4	0	0.5	6
CCOC(=O)/C(C#N)=C1/SC(CCO)C(=O)N1c1ccccc1 (centres undefined)	-1	6	7	-3	1	-1	-1.6	8
COc1ccc(C(=O)NNC(=O)CSc2nnc(COc3ccccc3)n2C)cc1	0	17	-22	-1	-3	-4	-1.0	1
Cc1ccccc1-c1nnc(SCC(=O)Nc2ccc3c(c2)OCCO3)n1N	2	-5	-27	-1	-4	-8	0.9	-1
CCOc1ccc(OCC)c(NC(=O)CN(c2ccc(OC)cc2)S(=O)(=O)c2c(C)noc2C)c1	4	69*	13	0	1	-2	-0.7	12
O=C(CSc1n[nH]c(-c2cccs2)n1)NCc1cccs1	-9	8	1	1	0	-2	0.8	1
CC(C)Cc1ccc(CN2CCCC(NC(=O)CCN3CCCO3)C2)cc1 (centres undefined)	-6	-4	20	-2	-1	0	0.7	3
COC(=O)[C@@]1(Cc2ccc(F)cc2)[C@H]2c3cc(C(=O)N(C)C)n(Cc4nc5ccccc5[nH]4)c3C[C@H]2CN1C(=O)c1ccccc1	/	/	1	-2	1	-12	/	12
Cc1nc(C)c(CCNC(=O)c2cccc(Cl)c2)s1	-6	2	7	3	-1	-3	0.2	7
CSc1nc2c(c(=O)[nH]1)CCCC2	5	-8	-4	-1	-2	-3	2.2	4
Cc1ccc(/C=N/NC(=O)CSc2nc3ccccc3o2)cc1	-6	-2	-44	-3	1	-6	3.3	-16
Cc1ccccc1-c1nc(-c2ccc(NC(=O)c3ccc(Br)o3)cc2)no1	-16	20	-42	29*	-2	-3	4.1	-6
Cn1cnnc1SCc1ccc(C(=O)N=Nc2c(O)n(Cc3ccc(Cl)cc3)c3ccccc23)cc1	18	33	52	-4	2	0	2.5	16
COC(=O)CSc1nc(SCc2ccc(C)cc2)nc2c1CCCC2	8	-3	46	-2	1	-4	-0.1	13
COC(=O)c1sccc1NC(=O)c1ccccc1Br	3	2	-3	-3	-1	-7	1.5	10
CC(=O)/C(N=Nc1cc(C)ccc1O)=C(\C)O	1	7	-9	-1	8	3	-0.2	6
O=C(/C=C/c1cccs1)NC(=S)Nc1ccc(S(=O)(=O)Nc2ccccc2C(F)(F)F)cc1	16	25	1	27*	-3	-3	48	11
Cc1ccc2[nH]c(=O)c(CN(Cc3nnnn3Cc3ccccc3)C3CCCC3)cc2c1	4	-7	11	-4	1	0	0.4	-1
Cc1cc(C)c2c(N)c(C(=O)c3ccc(Cl)cc3Cl)sc2n1	1	-26	12	3	-2	-8	0.0	19
COc1cc(OC)cc(C(=O)OCC(=O)N2CCCC2)c1	2	6	-5	-3	0	-4	-0.1	4
O=C(Nc1cccc(Cl)c1)C1COc2ccccc2O1 (centres undefined)	-4	7	-7	-1	-6	-7	-0.9	-3
CCC(=O)N1CCc2cc(S(=O)(=O)NC(C(=O)N3CCc4ccccc4C3)C(C)C)ccc21 (centres undefined)	-4	-1	-1	1	-3	-5	2.7	0
CCc1nc(SCc2ccccc2)n[nH]1	-9	-10	-19	1	-2	-4	-1.1	2
Cc1ccccc1-c1nc2cc(N)ccc2o1	-16	-11	-30	2	-6	-8	0.6	3
COc1cccc(CNC(=O)C2CCC(=O)N(CCc3cccc(F)c3)C2)c1 (centres undefined)	9	13	-3	3	-2	-5	-1.5	8
COC(=O)Cc1c(C)nc2nc(NCc3c(F)cccc3Cl)[nH]n2c1=O	-9	1	-4	-2	-2	-5	2.3	5
Cn1cnnc1SCC(=O)NCc1cccc(C(F)(F)F)c1	1	5	-7	-1	0	-1	-0.3	-9
Cc1ccc(S(=O)(=O)N2CCC(C(=O)N(C)C3CCS(=O)(=O)C3)CC2)cc1 (centres undefined)	2	-4	5	2	6	0	-6.3	-4
COc1ccc(-c2ccc3c(c2)C2CC3CCN2C(=O)C2CCCCC2)cc1 (centres undefined)	9	21	6	-3	/	/	1.7	24

Just APOBEC3A inh (4 entries from above):
compound,APOBEC3A inh
COc1ccc(OC)c(-c2cc(C(=O)N/N=C/c3cc(OC)c(OC)cc3OC)c3ccccc3n2)c1,-3
Cc1csc(SCC(=O)N(C)CC(=O)Nc2ccccc2Cl)n1,-4
Nc1nc(SCC(=O)N2N=C3/C(=C/c4ccco4)CCCC3C2c2ccco2)n[nH]1 (centres undefined),0
Cc1ccc(-n2c(O)c(C=Nc3cc(C)on3)c3ccccc3c2=O)c(C)c1,1

(further entries)
SMILES	CXCR6 inh	EBI2 antag	Gli-Sufu antag	GRIN3A LBD mod	APOBEC3A inh	APOBEC3G inh	MPTP inh	CCR6 antagonist
O=C(COc1ccccc1)N1CCN(S(=O)(=O)c2cccc([N+](=O)[O-])c2)CC1	-3	19	3	0	-3	-8	-1.2	4
CC(=O)N1CCc2cc(Br)cc(S(=O)(=O)NCCCN3CCCC(C)C3)c21 (centres undefined)	-2	9	9	1	3	4	-2.6	3
CC(=O)c1c(C)[nH]c(C(=O)NCc2ccccc2F)c1C	-5	3	-3	-2	-4	-7	-0.6	0
O=C(Nc1ccc(Oc2ccc(NC(=O)Nc3ccccc3Cl)cc2)cc1)Nc1ccccc1Cl	-7	18	6	22*	0	-4	1.6	0
O=c1[nH]c(=S)[nH]c(O)c1/C=C1\C=Nc2ccccc21	24	-23	4	-14	/	/	0.4	37
Cc1ccc(NC(=S)NCC23C=CC(O2)C2C(=O)N(c4ccc(C)cc4)C(=O)C23)cc1 (centres undefined)	-1	-11	9	1	-4	9	1.9	-3
OCCC1CN(Cc2ccc(C(F)(F)F)cc2)CCN1Cc1ccccc1 (centres undefined)	-7	-4	22	-2	1	-3	1.6	7
Cc1[nH]n(-c2ccccc2)c(=O)c1C(C[N+](=O)[O-])c1ccc(F)cc1 (centres undefined)	11	-16	-1	0	-3	-8	4.0	16
O=C(Cn1c(=O)oc2ccccc21)Nc1nc(-c2ccccc2)cs1	-7	2	7	-3	2	3	3.8	6
COc1cc2c(=O)n(CC3CCCO3)c(=O)n(CC(=O)Nc3ccccc3)c2cc1OC (centres undefined)	-9	-5	3	-1	-2	-6	-1.1	-3
CC(OC(=O)c1ccc2c(c1)C(=O)N(Cc1ccncc1)C2=O)C(=O)Nc1cccc(Cl)c1Cl (centres undefined)	-12	-8	0	2	1	1	10	0
CC(C)(C)c1nnc(N/N=C/c2ccccc2O)n(N)c1=O	-23	81*	61*	-3	-1	-13	2.1	14
O=C(c1cc2cc(Br)ccc2oc1=O)N1CCN(c2ccccn2)CC1	2	-12	2	2	-1	-1	-2.6	-1
CSCCC(NC(=O)COc1ccccc1)C(=O)OCCOc1ccc(F)cc1 (centres undefined)	-11	12	-3	1	-4	-12	-0.4	-3
Cc1cccc(-n2c(SCC(=O)Nc3nonc3C)nnc2-c2ccoc2C)c1	5	-6	-11	-2	-3	-6	-0.7	-5
C=CCc1ccc(OCCOCCOc2cccc3ccc(C)nc23)c(OC)c1	-1	-5	8	0	2	-5	-1.5	7
Cc1ccc(CNC(=O)c2ccc3c(=O)[nH]c4c(C(=O)NCC5CCCO5)sc(=S)n4c3c2)cc1 (centres undefined)	10	-1	34	2	-2	0	20	20
Cc1ccccc1-n1ncc2c1CC(C)(C)CC2NC(=O)c1ccncc1 (centres undefined)	3	1	1	2	-4	-5	2.4	-13
